Source: PubChem
DNA Pol III inh: blocks replication by bacterial DNA polymerase III holoenzyme | reconstituted DNA polymerase III holoenzyme replication, biochemical | 71,000 compounds, 0.25% hits | Potency, µM (doses to about 57.1 µM), for the others: at the top dose activity change, negative = inhibition | AID 603; further: potency means the concentration at half of the fitted maximal effect; on the % scale 0 is the no-effect control and ±100 the full control effect
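Reconstituted *E. coli* holoenzyme (0.35 nM Pol III, 1 nM beta, 154 nM SSB, 2 nM primase) was preincubated with compound for 15 min at RT. Synthesis on 1.4 nM ssM13Gori ran 35 min, then was stopped with PicoGreen/EDTA and read as dsDNA fluorescence.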
HBB splicing: modulators of hemoglobin beta chain splicing; 65,000 compounds, 0.06% hits; AID 925; HBB splicing reporter cell assay, activation; EGFP reporter with mutant IVS2-654 intron; response scale: normalised to 500 nM splice-correcting PNA; Potency, µM (titrated, usually from 46.1 µM), without a hit: at the top dose activation, most hits filed as activators; further: potency means the concentration at half of the fitted maximal effect; 0% is about no effect
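Compounds were applied for 2 days to HeLa EGFP-654 cells, 500/well in Optimem with 2% FCS. The reporter's EGFP is disrupted by mis-splicing of beta-globin intron IVS2-654. Readout: summed well GFP fluorescence from 488 nm laser scanning; reference was 500 nM antisense […] 654 PNA.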
GFP derepression: epigenetic GFP locus derepression in mouse cells; 68,000 compounds, 0.09% hits; Potency, µM (series often up to 46.1 µM), without a hit: top-dose GFP derepression (activation); mouse C127i GFP locus derepression, cytometry, 30 h; further: % of control where 0% means no effect
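Murine C127i mammary cells carrying a silenced, stably integrated CMV-driven GFP reporter were treated with compound for 30 hours at 37 C. After PBS washes, GFP-positive cells were counted by laser-scanning microplate cytometry.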
HADH2 inh: inhibitors of human HADH2 dehydrogenase. Q99714. AID 886. Potency, µM (top dose mostly 57.1 µM), for inactives: top-dose activity change, negative = inhibition, usual class: inhibitors. recombinant HADH2, NADH fluorescence, beta-hydroxybutyryl-CoA. 73,000 compounds, 3.4% hits; further: potency means the concentration at half of the fitted maximal effect; on the % scale 0 is the no-effect control and ±100 the full control effect; nearly all actives have a fitted effect of over 60% in size; many of its hits are not listed in these tables
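20 nM HADH2 + cpd, 15 min RT; add 1 mM NAD+/90 uM beta-hydroxybutyryl-CoA; kinetic fluorescence 360/450 nm, 4 min. Tris-HCl pH 9.0, 0.01% Tween-20.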
BRCT inh red: disrupts BRCA1 BRCT binding to phosphoprotein, red fluorophore readout. Potency, µM (highest dose often 76.9 µM), without a hit: top-dose activity change, negative = inhibition, hits mostly inhibitors. 75,000 compounds, 0.03% hits. P38398. BRCT-phosphopeptide binding, red fluorescence polarization; further: on the % scale 0 is the no-effect control and ±100 the full control effect
Target sequence (P38398 whole entry, looked up): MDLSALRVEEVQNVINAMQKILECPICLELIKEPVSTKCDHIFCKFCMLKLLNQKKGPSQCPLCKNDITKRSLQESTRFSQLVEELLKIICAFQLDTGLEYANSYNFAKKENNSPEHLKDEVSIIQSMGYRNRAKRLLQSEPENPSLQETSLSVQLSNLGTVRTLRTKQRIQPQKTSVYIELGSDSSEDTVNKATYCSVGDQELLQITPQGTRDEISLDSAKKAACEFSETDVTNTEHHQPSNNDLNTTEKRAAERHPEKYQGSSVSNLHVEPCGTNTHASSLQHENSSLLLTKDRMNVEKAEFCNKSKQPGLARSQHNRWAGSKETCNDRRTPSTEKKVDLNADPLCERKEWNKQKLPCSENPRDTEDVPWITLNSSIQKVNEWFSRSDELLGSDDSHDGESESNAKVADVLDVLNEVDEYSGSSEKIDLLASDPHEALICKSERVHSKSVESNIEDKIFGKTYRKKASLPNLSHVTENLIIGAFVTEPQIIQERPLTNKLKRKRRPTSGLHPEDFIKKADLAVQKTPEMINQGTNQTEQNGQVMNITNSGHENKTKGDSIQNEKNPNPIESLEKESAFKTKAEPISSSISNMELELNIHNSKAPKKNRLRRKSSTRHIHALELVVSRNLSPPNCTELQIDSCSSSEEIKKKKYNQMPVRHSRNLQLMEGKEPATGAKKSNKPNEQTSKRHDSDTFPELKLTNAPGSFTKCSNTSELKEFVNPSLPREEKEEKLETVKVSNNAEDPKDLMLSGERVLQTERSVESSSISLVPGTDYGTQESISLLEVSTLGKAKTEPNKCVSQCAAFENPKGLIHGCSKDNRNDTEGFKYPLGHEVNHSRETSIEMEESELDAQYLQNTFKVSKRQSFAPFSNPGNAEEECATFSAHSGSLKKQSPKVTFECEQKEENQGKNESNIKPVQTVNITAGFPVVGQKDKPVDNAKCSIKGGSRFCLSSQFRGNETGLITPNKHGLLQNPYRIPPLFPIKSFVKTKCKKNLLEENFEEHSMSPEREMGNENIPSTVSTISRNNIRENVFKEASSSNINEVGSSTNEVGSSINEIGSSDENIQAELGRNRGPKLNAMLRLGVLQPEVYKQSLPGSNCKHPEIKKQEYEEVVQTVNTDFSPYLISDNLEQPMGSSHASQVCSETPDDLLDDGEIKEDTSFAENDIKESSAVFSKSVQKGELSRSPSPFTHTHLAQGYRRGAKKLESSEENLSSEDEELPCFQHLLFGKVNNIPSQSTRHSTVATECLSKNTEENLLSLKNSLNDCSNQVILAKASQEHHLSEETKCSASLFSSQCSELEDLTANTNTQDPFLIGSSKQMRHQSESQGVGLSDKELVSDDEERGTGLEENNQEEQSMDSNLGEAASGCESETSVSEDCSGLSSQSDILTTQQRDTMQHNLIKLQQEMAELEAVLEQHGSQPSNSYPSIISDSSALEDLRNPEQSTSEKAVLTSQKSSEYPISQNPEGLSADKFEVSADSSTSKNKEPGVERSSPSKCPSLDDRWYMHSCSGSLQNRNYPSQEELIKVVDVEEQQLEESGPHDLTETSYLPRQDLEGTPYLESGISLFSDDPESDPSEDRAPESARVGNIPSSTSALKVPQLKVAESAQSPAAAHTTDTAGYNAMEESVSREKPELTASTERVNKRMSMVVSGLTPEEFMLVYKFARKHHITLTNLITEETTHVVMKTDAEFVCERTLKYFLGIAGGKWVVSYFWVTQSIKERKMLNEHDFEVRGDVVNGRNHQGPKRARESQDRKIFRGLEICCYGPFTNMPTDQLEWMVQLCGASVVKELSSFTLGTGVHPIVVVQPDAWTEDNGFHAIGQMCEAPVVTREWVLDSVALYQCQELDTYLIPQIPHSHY
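Rhodamine-labelled pBACH1 10-mer (100 nM) bound to BRCT domain (100 nM) at pH 7.3; compounds incubated 12 min room temperature, polarization read. Free peptide defines full inhibition; unlabelled decapeptide titrated as control.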
UbGFP stabilizer: inhibits proteasome, raising ubiquitin-GFP reporter fluorescence | Ubiquitin-GFP reporter cells, proteasome inhibition, GFP fluorescence; response scale: untreated = 0%, 10 µM MG-132 = 100% | Potency, µM (highest dose often 45.9 µM), inactives show at the highest dose activation (GFP accumulation), actives largely listed as activators | 67,000 tested, under 10 active | AID 526; active means well fitted activation curve with a large enough effect, not every such curve was filed as active; inconclusive means small, poorly fitted or top-dose-only effect, or another doubt; inactive means no such curve, though single readings can be large or run the other way; further: potency means the concentration at half of the fitted maximal effect
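GFP accumulation read-out: laser plate cytometry counting ubiquitin(G76V)-GFP-expressing U2OS cells after 4 hr compound exposure at 37 °C. Titrations spanned 46 uM to 2.9 nM; 0% = basal, 100% = 10 uM MG-132; concentration-response curves fitted.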
Hsp90 Hop PPI: changes Hsp90-Hop TPR2A binding signal, up or down | AlphaScreen TPR2A-His6 binding biotin-Hsp90 C-terminal peptide | Potency, µM (titrated, usually from 57 µM), inactives show at the highest dose activity change, negative = inhibition | 71,000 compounds, 0.44% hits | AID 595; active means well fitted curve in either direction with a large enough effect; inconclusive means small, poorly fitted or top-dose-only effect, or another doubt; further: potency means the concentration at half of the fitted maximal effect; on the % scale 0 is the no-effect control and ±100 the full control effect; many of its hits are not listed in these tables
USP2a inh: blocks human ubiquitin-specific protease USP2a. Potency, µM (top dose mostly 38.3 µM), for the others: top-dose activity change, negative = inhibition, actives largely listed as inhibitors. USP2a enzymatic assay, qHTS inhibition. AID 927. 60,000 compounds, 0.1% hits. O75604;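 further: potency means the concentration at half of the fitted maximal effect; nearly all actives have a fitted effect of over 60% in size; plate controls were DMSO for no effect and NEM full inhibition control for full effect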
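Coupled readout: USP2-cleaved Ub-PLA2 (20nM final) turns over NBD C6-HPC (20uM final), Ex 460nm/Em 535nm after 2.5 h, time-zero read flagging artifacts. Enzyme (20nM final, pH 8.0 Tris) given 30 min RT with compound first; NEM defines full inhibition.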
CRE Fsk mod: alters forskolin-stimulated CRE reporter signaling in CHO cells | CHO CRE-bla reporter (cAMP response element driving beta-lactamase), forskolin EC10, beta-lactamase ratio | Potency, µM (highest dose often 38.2 µM), without a hit: at the highest dose activity change, negative = inhibition, usual class: activators | 71,000 compounds, 2.5% hits | AID 662; active means well fitted activation curve with a large enough effect in the signal ratio, with a control signal flat, not every such curve was filed as active; inconclusive means small, poorly fitted or top-dose-only effect, or effect the other way, or a change in a side signal; the % refers to the signal ratio; further: potency means the concentration at half of the fitted maximal effect; % of control where 0% means no effect
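Beta-lactamase reporter under a cAMP responsive element in CHO cells; compounds tested in titration series against EC10 NKH 477, 3 h at 37 °C. Read-out: CCF4 FRET ratio 460nm/530nm (excitation 405nm) giving %Activity, fitted to AC50.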
15-hLO inh: inhibitors of human 15-lipoxygenase (ALOX15); purified 15hLO-1, xylenol orange hydroperoxide absorbance; Potency, µM (titrated, usually from 57.1 µM), for inactives: top-dose activity change, negative = inhibition, most hits filed as inhibitors; 74,000 compounds, 1.4% hits; P16050; further: potency means the concentration at half of the fitted maximal effect; on the % scale 0 is the no-effect control and ±100 the full control effect; nearly all actives have a fitted effect of over 55% in size
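Hydroperoxide formed from arachidonic acid (50 uM) by purified human 15hLO-1 (40 nM) oxidizes ferrous iron, and the ferric-xylenol orange complex is read at 573 versus 405 nm. Compounds were preincubated 15 min; reaction ran 6 min at room temperature.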
BRCT inh green: blocks human BRCA1 BRCT binding to phosphopeptide, green readout. AID 875. P38398. BRCA1 BRCT-phosphopeptide binding, green fluorescence polarization. Potency, µM (titrated, usually from 76.9 µM), inactives show at the top dose activity change, negative = inhibition, hits mostly inhibitors. 75,000 compounds, 0.05% hits;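 further: potency means the concentration at half of the fitted maximal effect; plate controls were peptide without protein for full effect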
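Compounds were incubated for 12 min at room temperature with a complex of 100 nM fluorescein-tagged pBACH1 decapeptide and 250 nM His-tagged BRCT protein. Buffer was phosphate pH 7.3 with EDTA, DTT and Tween 20. Disruption of binding lowers the polarization signal.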
* = called active by the depositor; ? = inconclusive; . = no result given; & = joins results of further samples; [ ] = another dose, or the depositor's remark. Unless noted, the call rests on the fitted dose curve; in most records, active means well fitted curve in the direction sought with a large enough effect; inconclusive means small, poorly fitted or top-dose-only effect, or another doubt; inactive means no such curve, though single readings can be large; an effect the other way counts as inactive or inconclusive. An excerpt (hit frequency here may not be typical).

SMILES	DNA Pol III inh	HBB splicing	GFP derepression	HADH2 inh	BRCT inh red	UbGFP stabilizer	Hsp90 Hop PPI	USP2a inh	CRE Fsk mod	15-hLO inh	BRCT inh green
O=C(O)CNC(=O)[C@@H](CS)Cc1ccccc1	5.8%[25.6 µM]	-1.1%[20.6 µM]	-2.8%[20.6 µM]	?	-1.4%[34.4 µM]	10.1%[20.5 µM]	-7.5%[26 µM]	-2.9%[17.1 µM]	?	-2.0%[25.6 µM]	-0.5%[34.4 µM]
Clc1ccc(CO[C@@H](Cn2ccnc2)c2ccc(Cl)cc2Cl)cc1	1.3%[25.6 µM]	0.5%[20.6 µM]	0.0%[20.6 µM]	16.0%[25.6 µM]	0.9%[34.4 µM]	6.4%[20.5 µM]	-6.6%[26 µM]	-8.6%[17.1 µM]	25.9%[17.1 µM]	35.6%[activator][25.6 µM]	0.8%[34.4 µM]
Cc1ccc2c(c1)CC1(CN2C)C(=O)NC(=O)N(CCC2=CCCCC2)C1=O (centres undefined)	-6.8%	4.6%[0.369 µM]	4.3%	-6.1%	0.5%	-3.2%	-5.8%	17.3%	-11.3%	?	-0.3%
c1ccc2c(N3CCNCC3)cccc2c1	-6.6%	0.6%	-2.2%	?	-4.5%	-3.3%	-10.6%	-9.5%	-13.7%	-4.5%	-1.3%
CC(C)(C)P(=O)(c1ccncc1)N1CCCC1 (centres undefined)	0.7%	3.1%[0.369 µM]	2.1%	12.4%	-1.2%	.	-4.1%	-2.1%	0.0%	0.1%	-0.2%
COc1cc(CNC(=O)CCCC/C=C/C(C)C)ccc1O	-1.8%	-0.2%	.	?	-1.3%	.	-10.0%	2.6%	-3.9%	?	-1.1%
C[C@@]12CC[C@H]3[C@@H](CC[C@@H]4C[C@H](O)CC[C@]43C)[C@H]1CC[C@H]2O	-3.7%	-0.6%	0.0%	-5.6%	-1.1%	3.7%	-5.5%	9.6%	9.5%	2.2%	-1.7%
CCOC(=O)C(O)(c1ccc(N)c(OC)c1)C(F)(F)F (centres undefined)	-3.8%	1.5%[57.5 µM]	0.0%	6.0%	-0.5%	-1.7%	-6.1%	-4.9%	?	2.5%	-0.1%
CN1CC[C@@H]2CN3CCc4cccc(c43)[C@H]2C1	-5.6%	.	-2.6%	-1.9%	-5.3%	2.5%	-6.0%	.	-16.1%	12.6µM*	-14.1%
C=CCn1c(O)c(C(CC)=Nc2ccccc2NC(C)=O)c(=O)[nH]c1=O	-6.4%	4.6%	-2.6%	-3.9%	-0.2%	3.3%	-3.2%	-7.4%	?	-1.0%	-1.7%
Cc1ccc(C[N+](C)(C)C)o1	-2.1%	.	2.4%	-0.3%	0.4%&-0.1%	4.4%	-3.4%	-9.9%	?	2.6%	-1.3%[3.08 µM]
CC1=CC(=O)C2=C(C)C[C@@H](O)[C@@H]3[C@@H](OC(=O)[C@H]3C)[C@H]12	-6.4%[25.6 µM]	-0.4%[20.6 µM]	-0.6%[20.6 µM]	-2.4%[25.6 µM]	1.3%[34.4 µM]	4.3%[20.5 µM]	-1.4%[26 µM]	-7.6%[17.1 µM]	2.6%[17.1 µM]	4.5%[25.6 µM]	-0.7%[34.4 µM]

Two neighbouring compounds out of the list so far, quoted:
SMILES	DNA Pol III inh	HBB splicing	GFP derepression	HADH2 inh	BRCT inh red	UbGFP stabilizer	Hsp90 Hop PPI	USP2a inh	CRE Fsk mod	15-hLO inh	BRCT inh green
O=C(O)CNC(=O)[C@@H](CS)Cc1ccccc1	5.8%[25.6 µM]	-1.1%[20.6 µM]	-2.8%[20.6 µM]	?	-1.4%[34.4 µM]	10.1%[20.5 µM]	-7.5%[26 µM]	-2.9%[17.1 µM]	?	-2.0%[25.6 µM]	-0.5%[34.4 µM]
Clc1ccc(CO[C@@H](Cn2ccnc2)c2ccc(Cl)cc2Cl)cc1	1.3%[25.6 µM]	0.5%[20.6 µM]	0.0%[20.6 µM]	16.0%[25.6 µM]	0.9%[34.4 µM]	6.4%[20.5 µM]	-6.6%[26 µM]	-8.6%[17.1 µM]	25.9%[17.1 µM]	35.6%[activator][25.6 µM]	0.8%[34.4 µM]

In the list so far, these contain an aryl methoxy group:
SMILES	DNA Pol III inh	HBB splicing	GFP derepression	HADH2 inh	BRCT inh red	UbGFP stabilizer	Hsp90 Hop PPI	USP2a inh	CRE Fsk mod	15-hLO inh	BRCT inh green
COc1cc(CNC(=O)CCCC/C=C/C(C)C)ccc1O	-1.8%	-0.2%	.	?	-1.3%	.	-10.0%	2.6%	-3.9%	?	-1.1%
CCOC(=O)C(O)(c1ccc(N)c(OC)c1)C(F)(F)F (centres undefined)	-3.8%	1.5%[57.5 µM]	0.0%	6.0%	-0.5%	-1.7%	-6.1%	-4.9%	?	2.5%	-0.1%

Later entries.
SMILES	DNA Pol III inh	HBB splicing	GFP derepression	HADH2 inh	BRCT inh red	UbGFP stabilizer	Hsp90 Hop PPI	USP2a inh	CRE Fsk mod	15-hLO inh	BRCT inh green
CN[C@H]1[C@H](C)O[C@@H](O[C@@H]2C/C=C(/C)C/C(C)=C\C=C/CC[C@@H](C)CNC(=O)/C=C\C=C/[C@H]2C)C[C@@H]1O	2.8%[11.4 µM]	-0.3%[9.22 µM]	0.0%[9.22 µM]	10.9%[11.4 µM]	.	-5.2%[9.17 µM]	-2.6%[11 µM]	.	19.8%[7.6 µM]	.	.
O=C(Cn1ncc2c3ccccc3n(Cc3ccccc3)c2c1=O)N1CCC2(CC1)OCCO2	3.2%	-0.2%	-0.2%	-19.2%	-2.6%	-2.6%	2.2%	29.3%	15.4%	-10.6%	4.7%
COC(=O)c1c(C)[nH]c(C(=O)C(Cc2ccccc2)N(C)C)c1C (centres undefined)	2.6%	-3.1%	2.9%	-5.1%	-1.1%	4.3%	-3.0%	-0.8%	6.3%	-5.4%	-1.1%
C=CCOC(C)=O	-5.6%	0.1%	.	-2.6%	0.6%	.	3.0%	.	-8.3%	0.8%	-1.7%
Fc1ccc2c(c1)nnn2C1CCN(Cc2nnnn2C2CCCCC2)CC1	-1.1%	.	0.9%	11.2%	-1.3%	4.1%	-9.3%	64.6%[activator]	?	?	1.6%
O=C(O)C1CSC(c2cccnc2)N1 (centres undefined)	-5.4%	-0.2%	1.8%	-15.3%	0.0%	-4.3%	-3.0%	4.1%	-0.2%	-3.0%	-1.4%
COc1ccc2[nH]cc(C3=CCNCC3)c2c1	0.7%	.	-0.9%	-0.9%	1.2%	0.0%	-10.3%	.	?	-13.6%[25.6 µM]	44.7%[activator]
O=C(c1ccc2c(c1)ncn2C1CCCCC1)N1CCC2(CC1)OCCO2	-3.5%	-2.3%	-1.8%	1.4%	-0.2%	-2.6%	-0.6%	1.2%	-22.6%	7.0%	-0.8%
O=C(O)/C=C\CO	-0.5%	.	1.0%	4.4%	1.2%	6.7%	-3.2%	.	2.6%	-2.6%[25.6 µM]	-2.1%
CCCCCCCCOC(=O)c1ccccc1C(=O)OCCCCCCCC	-6.5%	0.2%	.	-0.3%	0.4%	.	?	.	-8.6%	-3.2%	-2.8%
Cc1ccc2nsnc2c1-n1c(C)nc2ccccc2c1=O	-12.0%	1.5%[0.369 µM]	4.6%	-9.3%	1.1%	.	-1.6%	3.3%	-6.7%	4.8%	-2.2%
Oc1ccc2c3c1O[C@H]1c4c(c5ccccc5n4Cc4ccccc4)C[C@]4(O)[C@H](C2)N(CC2CC2)CC[C@@]314	-1.6%	.	-2.7%	2.5%	-1.7%	5.4%	-19.7%	.	?	-25.5%[25.6 µM]	0.8%
CCOC(=O)c1cn2nc(OP(=S)(OCC)OCC)cc2nc1C	0.4%	.	-1.2%	6.2%	-0.1%	4.6%	?	-10.7%	?	-0.3%	0.7%
COc1ccc(C2=NCC(=O)N(CC(=O)NCc3ccco3)c3sc4c(c32)CCCC4)cc1	4.3%	-5.7%	-1.3%	-26.0%	-1.2%	-1.7%	-15.9%	44.8%[activator]	?	?	2.0%
